TcdB GH inh: inhibitors of Clostridioides difficile toxin B glycohydrolase; P18177; 0.24% of 350,000 active; TcdB glycohydrolase enzymatic assay, plate reader; AID 652162; inhibition, % at 9.99 µM; in the data active means inhibition above about 10%
Target sequence (P18177 whole entry, looked up): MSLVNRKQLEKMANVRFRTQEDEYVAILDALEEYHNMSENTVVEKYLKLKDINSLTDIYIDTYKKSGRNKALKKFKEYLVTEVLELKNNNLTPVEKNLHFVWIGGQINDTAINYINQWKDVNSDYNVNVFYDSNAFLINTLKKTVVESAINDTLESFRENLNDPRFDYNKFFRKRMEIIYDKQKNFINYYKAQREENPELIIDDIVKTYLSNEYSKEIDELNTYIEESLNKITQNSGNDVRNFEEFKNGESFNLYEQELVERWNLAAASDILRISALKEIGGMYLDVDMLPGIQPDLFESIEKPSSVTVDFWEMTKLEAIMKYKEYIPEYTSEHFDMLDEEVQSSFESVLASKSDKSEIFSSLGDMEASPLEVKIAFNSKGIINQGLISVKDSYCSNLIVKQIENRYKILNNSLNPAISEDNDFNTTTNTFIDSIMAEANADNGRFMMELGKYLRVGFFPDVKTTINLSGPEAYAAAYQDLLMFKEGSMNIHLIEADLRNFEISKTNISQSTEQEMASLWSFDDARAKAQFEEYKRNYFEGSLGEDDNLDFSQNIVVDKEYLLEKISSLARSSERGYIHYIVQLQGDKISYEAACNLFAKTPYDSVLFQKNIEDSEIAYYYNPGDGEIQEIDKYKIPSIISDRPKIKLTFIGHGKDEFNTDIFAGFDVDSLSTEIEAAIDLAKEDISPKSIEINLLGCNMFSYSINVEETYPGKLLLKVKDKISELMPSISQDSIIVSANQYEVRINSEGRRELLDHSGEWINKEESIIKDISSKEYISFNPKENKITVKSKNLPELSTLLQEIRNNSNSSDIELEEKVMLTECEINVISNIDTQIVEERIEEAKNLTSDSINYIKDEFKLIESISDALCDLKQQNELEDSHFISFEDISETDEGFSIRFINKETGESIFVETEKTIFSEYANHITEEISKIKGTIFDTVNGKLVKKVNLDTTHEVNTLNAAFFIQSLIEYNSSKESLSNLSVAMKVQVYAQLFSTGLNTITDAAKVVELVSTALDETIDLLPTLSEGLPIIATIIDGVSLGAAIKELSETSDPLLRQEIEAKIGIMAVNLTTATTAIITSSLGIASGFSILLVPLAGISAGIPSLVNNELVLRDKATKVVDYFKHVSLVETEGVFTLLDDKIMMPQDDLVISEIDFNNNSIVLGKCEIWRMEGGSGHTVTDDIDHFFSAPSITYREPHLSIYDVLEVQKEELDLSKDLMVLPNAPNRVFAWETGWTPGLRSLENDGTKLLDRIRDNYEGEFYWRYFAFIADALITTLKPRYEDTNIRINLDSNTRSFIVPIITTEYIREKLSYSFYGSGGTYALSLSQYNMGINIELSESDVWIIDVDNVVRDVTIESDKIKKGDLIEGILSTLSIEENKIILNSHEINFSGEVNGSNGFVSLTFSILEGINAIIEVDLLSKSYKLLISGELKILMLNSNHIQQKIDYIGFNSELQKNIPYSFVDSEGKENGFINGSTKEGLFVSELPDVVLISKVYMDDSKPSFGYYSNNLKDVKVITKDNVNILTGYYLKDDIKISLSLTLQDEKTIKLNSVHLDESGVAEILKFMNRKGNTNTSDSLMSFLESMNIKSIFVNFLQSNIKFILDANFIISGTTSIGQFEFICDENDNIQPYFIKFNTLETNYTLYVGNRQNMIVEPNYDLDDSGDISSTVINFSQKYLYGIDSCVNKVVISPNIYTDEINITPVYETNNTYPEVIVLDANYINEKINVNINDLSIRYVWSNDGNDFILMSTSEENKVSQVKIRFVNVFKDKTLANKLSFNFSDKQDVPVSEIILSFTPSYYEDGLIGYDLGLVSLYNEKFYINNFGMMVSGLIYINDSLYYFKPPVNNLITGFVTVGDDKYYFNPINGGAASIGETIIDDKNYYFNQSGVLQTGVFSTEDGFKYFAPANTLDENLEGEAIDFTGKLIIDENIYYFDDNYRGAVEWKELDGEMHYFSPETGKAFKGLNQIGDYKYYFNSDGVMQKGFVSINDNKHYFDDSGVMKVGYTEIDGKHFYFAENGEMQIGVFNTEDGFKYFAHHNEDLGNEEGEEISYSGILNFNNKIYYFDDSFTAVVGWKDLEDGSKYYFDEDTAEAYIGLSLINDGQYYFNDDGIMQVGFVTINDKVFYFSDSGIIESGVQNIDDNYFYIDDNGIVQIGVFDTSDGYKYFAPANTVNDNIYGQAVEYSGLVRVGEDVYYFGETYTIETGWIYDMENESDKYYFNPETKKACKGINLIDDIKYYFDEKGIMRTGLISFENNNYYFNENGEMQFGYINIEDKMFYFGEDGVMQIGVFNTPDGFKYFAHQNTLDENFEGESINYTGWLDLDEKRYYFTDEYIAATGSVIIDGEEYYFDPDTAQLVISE
* hit, by the source's call. Not all compounds are listed (hit frequency here may not be typical).

SMILES | TcdB GH inh
C[C@@H](NC(=O)C[C@H]1CC[C@H]2[C@H](COc3ccc(NS(=O)(=O)c4ccc(Cl)cc4)cc3C(=O)N2C)O1)c1ccccc1 | -0.7
O=C(O)[C@H]1[C@H](CO)[C@H]2Cn3c(ccc(/C=C/c4ccccc4)c3=O)[C@H]2N1C(=O)C1CCCC1 | -6.0
CNC[C@H]1Oc2c(NS(=O)(=O)c3ccc(OC)cc3)cccc2C(=O)N([C@@H](C)CO)C[C@H]1C | 1.5
C[C@H](CO)N1C[C@H](C)[C@@H](CN(C)C(=O)Nc2cccc3ccccc23)Oc2ccc(NC(=O)Cc3cn(C)c4ccccc34)cc2CC1=O | 0.7
COc1ccccc1NC(=O)N[C@H]1CC[C@@H](CCNS(=O)(=O)c2ccc(C)cc2)O[C@H]1CO | 0.7
O=C(Nc1ccc2c(c1)[C@@H]1C[C@H](CC(=O)N3CCOCC3)O[C@H](CO)[C@@H]1O2)Nc1ccccc1F | -0.1
C[C@H](CO)N1C[C@H](C)[C@@H](CN(C)S(=O)(=O)c2ccc(C(F)(F)F)cc2)OCc2ccccc2-c2ccccc2C1=O | 0.1
C[C@@H]1CN([C@H](C)CO)C(=O)c2cc(NC(=O)Nc3ccccc3)ccc2O[C@@H](C)CCCCO[C@H]1CN(C)S(=O)(=O)c1ccc(F)cc1 | 0.4
COCC#Cc1cnc2c(c1)C(=O)N([C@@H](C)CO)C[C@@H](C)[C@@H](CN(C)C(=O)c1ccc3c(c1)OCO3)O2 | -1.0
CN(C)CC(=O)N1CCCCN2[C@@H](CO)[C@@H](c3ccc(-c4cccc(C(=O)N(C)C)c4)cc3)[C@@H]2C1 | -1.4
O=C(CCN1CCCCC1)N[C@H]1CC[C@H](CCn2cc(-c3ccccc3)nn2)O[C@@H]1CO | -5.3
C[C@@H]1CCCCO[C@H](CN(C)S(C)(=O)=O)[C@@H](C)CN([C@@H](C)CO)C(=O)c2cc(NC(=O)c3ccccc3)ccc2O1 | 0.4
CC(C)NC(=O)N(C)C[C@H]1OCCCC[C@@H](C)Oc2ccc(NS(=O)(=O)c3cccs3)cc2C(=O)N([C@H](C)CO)C[C@@H]1C | 0.4
Cc1ccccc1-c1ccc([C@@H]2[C@H](CO)N3CCCCN(CC4CC4)C[C@@H]23)cc1 | -0.4
O=C(c1cccnc1)N1C[C@H]2[C@@H](c3ccccc31)[C@H](CO)N2C(=O)C1CCCC1 | -0.5
COCC(=O)Nc1ccc2c(c1)C(=O)N(C)C[C@@H](OC)[C@H](C)CN(C(=O)c1ccncc1)[C@@H](C)CO2 | -0.7
COc1cccc(C#Cc2cnc3c(c2)C(=O)N([C@@H](C)CO)C[C@@H](C)[C@H](CN(C)C(=O)C2CC2)O3)c1 | 0.2
CO[C@H]1CN(C)C(=O)c2cc(NS(=O)(=O)c3cn(C)cn3)ccc2OC[C@@H](C)N(CC2CC2)C[C@H]1C | 1.0
COCC#Cc1cnc2c(c1)C(=O)N([C@@H](C)CO)C[C@@H](C)[C@@H](CN(C)C(=O)C1CCCCC1)O2 | 0.1
CC(C)CC#Cc1cnc2c(c1)C(=O)N([C@H](C)CO)C[C@H](C)[C@H](CN(C)Cc1ccccc1C(=O)O)O2 | 0.1
CC(=O)N1[C@@H]2c3ccc(-c4ccccc4)c(=O)n3C[C@@H]2[C@@H](CO)[C@@H]1C(=O)N(C)C | 0.1
COCCOC(=O)N1C(=O)[C@@]2(c3cc(C#Cc4ccc(OC)cc4)ccc31)[C@H](c1ccccc1OCCO)N1[C@H](c3ccccc3)[C@H](c3ccccc3)OC(=O)[C@H]1[C@@H]2C(=O)N1CCN(c2ncccn2)CC1 | 0.1
C[C@@H]1CCCCO[C@H](CN(C)Cc2ccc(Cl)c(Cl)c2)[C@H](C)CN([C@@H](C)CO)C(=O)c2cc(NS(=O)(=O)c3ccc(Cl)cc3)ccc2O1 | -0.4
COc1ccc2c3c([nH]c2c1)[C@@H](CO)N(C(=O)c1ccccc1)CC31CN(C(=O)NC(C)C)C1 | -0.3
C[C@H]1CN([C@@H](C)CO)C(=O)Cc2cc(NC(=O)C3CCCCC3)ccc2O[C@H]1CN(C)S(=O)(=O)c1cccs1 | 0.1
CNC(=O)C[C@H]1CC[C@@H]2[C@H](COc3ccc(NC(=O)c4ccc(OC)cc4)cc3C(=O)N2C)O1 | 17*
C[C@@H]1CN([C@H](C)CO)C(=O)c2cc(NC(=O)c3ccccc3)ccc2O[C@@H](C)CCCCO[C@@H]1CN(C)C(=O)CCC(F)(F)F | 0.9
O=C(C[C@@H]1CC[C@H]2[C@@H](COC[C@@H](O)CN2Cc2cccc(-c3ccncc3)c2)O1)N1CCN(c2ccccc2)CC1 | 0.2
CCCN1C[C@H](C)[C@@H](OC)CN(C)C(=O)c2cc(NC(=O)c3ccc(F)cc3)ccc2OC[C@H]1C | 1.5
N#C[C@@H]1[C@@H](c2ccc(C3=CCCC3)cc2)[C@@H](CO)N1C(=O)C1CCC1 | 0.1
O=C([C@H]1[C@H](CO)[C@H]2Cn3c(cccc3=O)[C@H]2N1CCC(F)(F)F)N1CCCCC1 | -1.5
O=C(CN1CCOCC1)N[C@@H]1CC[C@H](CCNC(=O)C2CCC2)O[C@H]1CO | 1.8
CC=Cc1ccc2n(c1=O)C[C@H]1[C@H](CO)[C@@H](C(=O)N3CCCCC3)[C@@H]2N1C(=O)C1CC1 (mixture of isomers) | 0.1
C[C@H](CO)N1C[C@H](C)[C@H](CN(C)C(=O)Cc2ccccn2)Oc2cc(C#C[C@@H](C)O)ccc2S1(=O)=O | -15
CCNC(=O)[C@@H]1[C@@H](CO)[C@@H]2Cn3c(ccc(C4=CCCC4)c3=O)[C@H]1N2S(=O)(=O)c1cn(C)cn1 | -0.4
O=C1CNC[C@@H]2[C@H](c3ccc(Br)cc3)[C@@H](CO)N12 | -1.2
CO[C@@H]1CN(C)C(=O)c2cc(NC(=O)Cc3ccccc3)ccc2OC[C@@H](C)N(C)C[C@@H]1C | -0.2
COCC#Cc1cnc2c(c1)C(=O)N([C@H](C)CO)C[C@@H](C)[C@H](CN(C)Cc1ccccc1)O2 | 0.9
C[C@@H]1CN([C@@H](C)CO)C(=O)Cc2cc(NC(=O)CCN3CCOCC3)ccc2O[C@H]1CN(C)Cc1ccncc1 | 0.4
C[C@H](CO)N1C[C@H](C)[C@H](CN(C)Cc2ccc3c(c2)OCO3)Oc2c(NC(=O)c3cnccn3)cccc2C1=O | -1.0
C[C@@H]1CCCCO[C@H](CN(C)C)[C@@H](C)CN([C@H](C)CO)C(=O)c2cc(NC(=O)Nc3ccc4c(c3)OCO4)ccc2O1 | 0.6
COc1ccccc1S(=O)(=O)N(C)C[C@H]1OCc2ccccc2-c2ccccc2C(=O)N([C@H](C)CO)C[C@H]1C | 0.8
O=C1CN(S(=O)(=O)Cc2ccccc2)C[C@@H]2[C@@H](c3ccc(C#CCC4CCCC4)cc3)[C@@H](CO)N12 | 0.1
C[C@H](CO)N1C[C@H](C)[C@H](CN(C)Cc2ccccc2)Oc2c(NC(=O)C3CC3)cccc2C1=O | 2.0
O=C(C[C@H]1CC[C@@H]2[C@H](COC[C@@H](O)CN2C(=O)c2ccc(F)cc2)O1)Nc1ccc(-c2ccccc2)cc1 | 0.7
COc1ccc(CN(C)C[C@@H]2Oc3ccc(NS(C)(=O)=O)cc3C(=O)N([C@H](C)CO)C[C@@H]2C)cc1 | 0.0
C[C@@H]1CN([C@@H](C)CO)C(=O)c2cc(NC(=O)c3ccncc3)ccc2O[C@@H](C)CCCCO[C@H]1CN(C)CC1CCCCC1 | 0.4
CCCNC(=O)C[C@@H]1CC[C@@H]2[C@H](COC[C@@H](O)CN2C(=O)Nc2ccc3c(c2)OCO3)O1 | -0.7
CCCC#Cc1ccc([C@H]2[C@H]3CN(C(=O)Cc4ccccn4)CCCCN3[C@H]2CO)cc1 | -0.3
CCCN1C[C@H](C)[C@H](OC)CN(C)C(=O)c2cc(NC(=O)c3cccc(F)c3)ccc2OC[C@H]1C | -1.0
CC=Cc1ccc2n(c1=O)C[C@H]1[C@H](CO)[C@@H](C(=O)N3CCc4ccccc4C3)[C@@H]2N1Cc1cocn1 (mixture of isomers) | 0.1
C[C@@H]1CCCCO[C@H](CN(C)Cc2ccncc2)[C@H](C)CN([C@H](C)CO)C(=O)c2cc(NC(=O)CCC(F)(F)F)ccc2O1 | -0.2
C[C@H](CO)N1C[C@H](C)[C@@H](CN(C)Cc2ccc(C(=O)O)cc2)Oc2ccc(NC(=O)Nc3ccc(F)cc3)cc2C1=O | 0.1
O=C(Nc1ccc(Cl)cc1)N[C@@H]1CC[C@@H](CCNC(=O)c2ccccc2F)O[C@@H]1CO | -9.0
Cc1noc(C)c1S(=O)(=O)Nc1ccc2c(c1)C(=O)N([C@@H](C)CO)C[C@@H](C)[C@@H](CN(C)S(C)(=O)=O)OCCCC[C@@H](C)O2 | 0.8
CC(C)CC#Cc1ccc2c(c1)O[C@@H](CN(C)C)[C@H](C)CN([C@H](C)CO)S2(=O)=O | 0.0
O=C(C[C@H]1C[C@H]2c3cc(NC(=O)Nc4ccc(C(F)(F)F)cc4)ccc3O[C@H]2[C@H](CO)O1)NCc1ccc(Cl)cc1 | -0.8
COc1ccccc1NC(=O)Nc1ccc2c(c1)C(=O)N(C)C[C@@H](OC)[C@H](C)CN[C@@H](C)CO2 | -0.6
N#C[C@H]1[C@H](c2ccc(-c3cccnc3)cc2)[C@@H](CO)N1C(=O)C1CC1 | 0.3
CCS(=O)(=O)NCC[C@H]1CC[C@H](NC(=O)C2CCOCC2)[C@H](CO)O1 | 0.8
Remaining list, next part
SMILES | TcdB GH inh
COc1ccc(S(=O)(=O)Nc2cccc3c2O[C@@H](CN(C)Cc2ccc(C(F)(F)F)cc2)[C@H](C)CN([C@H](C)CO)C3=O)cc1 | 1.1
CN(C)C(=O)[C@@H]1[C@@H](CO)[C@@H]2Cn3c(ccc(-c4cccnc4)c3=O)[C@H]1N2C(=O)NC1CCCC1 | 0.3
COc1ccc2c3c(n(C)c2c1)[C@@H](CO)N(Cc1ccccc1F)CC31CCN(C(=O)C2CC2)CC1 | 0.0
C/C=C/c1ccccc1[C@H]1[C@H](C#N)N(C(C)=O)[C@H]1CO | 1.9
Cc1ccc(S(=O)(=O)Nc2cccc3c2O[C@H](CN(C)Cc2ccc(C(=O)Nc4ccccc4N)cc2)[C@H](C)CN([C@H](C)CO)C3=O)cc1 | -1.1
C[C@H]1CN([C@@H](C)CO)C(=O)c2cc(C#CCc3ccccc3)cnc2O[C@@H]1CN(C)CC1CCCC1 | -0.9
C[C@H]1CN([C@@H](C)CO)C(=O)c2cc(C#Cc3ccccc3)cnc2O[C@@H]1CN(C)C(=O)c1ccccn1 | -0.2
C[C@@H]1CCCCO[C@@H](CN(C)C(=O)c2ccccc2)[C@@H](C)CN([C@H](C)CO)C(=O)c2cc(NC(=O)Nc3ccc(C(F)(F)F)cc3)ccc2O1 | -0.2
Cc1cccc(S(=O)(=O)N2CCCCN3[C@H](CO)[C@H](c4ccc(-c5ccncc5)cc4)[C@@H]3C2)c1 | -0.8
O=S(=O)(N[C@@H]1CC[C@H](CCn2cc(Cc3ccccc3)nn2)O[C@H]1CO)c1ccccc1F | -0.4
Cc1ccccc1-c1ccc([C@@H]2[C@@H](CO)N3CCCCN(C(=O)Nc4cccc(F)c4)C[C@@H]23)cc1 | -1.3
COc1cccc(-c2cnc3c(c2)C(=O)N([C@H](C)CO)C[C@@H](C)[C@@H](CN(C)Cc2ccncc2)O3)c1 | 0.5
O=C(C[C@H]1CC[C@H](NC(=O)C2CCC2)[C@H](CO)O1)NCc1ccncc1 | -1.2
Cc1noc(C)c1NC(=O)Nc1cccc2c1O[C@@H](CN(C)S(=O)(=O)c1ccc(Cl)cc1)[C@H](C)CN([C@H](C)CO)C2=O | -0.7
CN(C)C(=O)c1ccc(-c2ccc([C@@H]3[C@H](CO)N4CCCCN(C(=O)C5CCC5)C[C@@H]34)cc2)cc1 | -0.7
CN1C(=O)c2cc(NC(=O)c3ccccc3)ccc2OC[C@H]2O[C@H](CC(=O)NC3CCCC3)CC[C@H]21 | 0.7
Cc1cccc(NC(=O)Nc2ccc3c(c2)C(=O)N(C)[C@H]2CC[C@H](CC(=O)NCc4ccccc4Cl)O[C@H]2CO3)c1 | 0.0
C[C@@H]1CN([C@@H](C)CO)S(=O)(=O)c2ccc(-c3ccc(C#N)cc3)cc2O[C@H]1CN(C)C | 1.4
C[C@H](NC(=O)C[C@@H]1C=C[C@H](NC(=O)Nc2ccc3c(c2)OCO3)[C@@H](CO)O1)c1ccccc1 | -1.6

Part of the list above, as labelled records:
C/C=C/c1ccccc1[C@H]1[C@H](C#N)N(C(C)=O)[C@H]1CO
  TcdB GH inh: 1.9

Cc1ccc(S(=O)(=O)Nc2cccc3c2O[C@H](CN(C)Cc2ccc(C(=O)Nc4ccccc4N)cc2)[C@H](C)CN([C@H](C)CO)C3=O)cc1
  TcdB GH inh: -1.1

C[C@H]1CN([C@@H](C)CO)C(=O)c2cc(C#CCc3ccccc3)cnc2O[C@@H]1CN(C)CC1CCCC1
  TcdB GH inh: -0.9

C[C@H]1CN([C@@H](C)CO)C(=O)c2cc(C#Cc3ccccc3)cnc2O[C@@H]1CN(C)C(=O)c1ccccn1
  TcdB GH inh: -0.2
